From PubChem BioAssay
UPR XBP1 act: activators of adaptive XBP1 UPR arm, primary screen, cell-based, CHO-XBP1 luciferase reporter, luminescence, uHTS; IRE1-XBP1 UPR activation; percent of tunicamycin response, DMSO as zero; activation, % at 20 µM; actives 0.33% (n = 330,000); AID 463104, 2010;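 active = versus positive control, 20 µM dose yields 30% or more activation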;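 also: 100% = tunicamycin at 10 µg/mL and 0% = DMSO only wells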
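Test system: CHO-XBP1 luciferase reporter cells | Buffer or medium: Serum-containing F12 medium, 10% FBS | Schedule: 6 h compound exposure at 37 °C, 5% CO2 | Detection: Steady-Glo luciferase glow luminescence, 10 min after reagent addition | Read-out basis: Activation, % of tunicamycin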
tim10-1 inh: growth inhibitors of tim10-1 mutant yeast, primary screen, luminescence, uHTS | S. cerevisiae tim10-1 ts strain growth, BacTiter-Glo, 24 h | inhibition, % at 20 µM | actives 2.2% (n = 330,000) | AID 463190, 2010;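 active = inhibition of at least 40%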;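 also: mutant grown at 25 °C; 0% = DMSO wells with yeast and 100% = wells holding no yeast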
NALP3 yeast inh: NALP3 inflammasome inhibitors in reconstituted yeast, primary screen, luminescence, uHTS; Yeast reconstituted NLRP3/ASC/caspase-1, beta-gal luminescence, 24 h; inhibition, % at 10 µM; actives 0.39% (n = 330,000); AID 2825, 2010;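 active = inhibition of 50% or more; inactive = inhibition below 50%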;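 also: plate controls were induced DMSO wells for no effect and uninduced yeast grown without galactose for full effect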
UPR CHOP act: activators of apoptotic CHOP UPR arm, primary screen, cell-based, CHO-CHOP luciferase reporter, luminescence, uHTS | UPR activation; percent of tunicamycin response over DMSO baseline | activation, % at 10 µM | actives 0.34% (n = 330,000) | AID 449763, 2010;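 active = at 10 µM dose, activation of 40% or more, normalized to positive control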;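 also: 100% = tunicamycin at 10 µg/mL and 0% = DMSO alone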
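Test system: CHO CHOP reporter cells. Input: 500 CHO-CHOP cells per well. Medium: F12 with 10% FBS. Technique: luciferase luminescence. Measure: percent activation relative to tunicamycin control. Dosing: 10 µM compound, 0.5% DMSO. Timing: 16-18 h cell attachment, then 6 h compound exposure, 37 °C.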
TIM10 inh: growth inhibitors of isogenic TIM10 control yeast, primary screen, counter-screen for tim10-1 yeast inhibitor project, luminescence, uHTS | S. cerevisiae TIM10 strain growth, BacTiter-Glo luminescence, 24 h | inhibition, % at 10 µM | actives 1.4% (n = 330,000) | AID 463195, 2010;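 active = inhibition of 40% or more at the single tested concentration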;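 also: wild-type TIM10 isogenic control strain grown at permissive 25 °C; 0% = DMSO yeast wells and 100% = minimal medium wells without yeast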
Mdm2 MdmX PPI: inhibitors of human Mdm2-MdmX association, primary screen, cell-based, luminescence, split luciferase, SaOS-2, uHTS; SaOS-2 split-luciferase Mdm2/MdmX complementation; inhibition, % at 8 µM; actives 3% (n = 330,000); AID 485346, 2010;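 active = inhibition of at least 50% at 8 µM in the primary screen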
APJ agonist: agonists of human apelin receptor APJ, primary screen, CHO-K1 cells, PathHunter beta-arrestin, luminescence; 0% DMSO wells, 100% apelin; AID 2520, 2010; activation, % at 20 µM; actives 0.11% (n = 330,000);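 active = activation more than six SD over the plate average, tested at 20 µM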;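 also: 0% = DMSO alone and 100% = apelin-13 at 10 nM; some results filed as inactive read as strong as hits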
Target sequence (P35414 whole entry, looked up): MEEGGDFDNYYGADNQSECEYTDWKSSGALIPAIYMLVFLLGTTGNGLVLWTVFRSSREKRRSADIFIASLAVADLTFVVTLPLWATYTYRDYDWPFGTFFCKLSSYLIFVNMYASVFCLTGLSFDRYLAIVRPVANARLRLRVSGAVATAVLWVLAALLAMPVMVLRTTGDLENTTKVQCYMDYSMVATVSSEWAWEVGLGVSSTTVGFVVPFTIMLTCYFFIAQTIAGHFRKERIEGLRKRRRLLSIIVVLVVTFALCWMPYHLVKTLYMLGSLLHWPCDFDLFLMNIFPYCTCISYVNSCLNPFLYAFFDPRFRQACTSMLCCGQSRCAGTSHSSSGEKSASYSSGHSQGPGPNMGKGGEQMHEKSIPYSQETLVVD
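Assay system: engineered CHO-K1 APJ arrestin reporter cells; Amount: 1000 CHO-K1 reporter cells seeded per well; Dosing: one dose, 20 µM compound, 1% DMSO; Times: compound stimulation 90 min at 25 °C, detection 60 min; Measured by: luminescent beta-gal fragment complementation, chemiluminescent substrate; Read-out: APJ–arrestin association signal; Controls: DMSO vs Apelin-13 10 nM.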
tim23-1 inh: growth inhibitors of tim23-1 mutant yeast, primary screen, luminescence, uHTS. inhibition, % at 20 µM. S. cerevisiae tim23-1 growth, BacTiter-Glo luminescence, 24 h. actives 1.3% (n = 330,000). AID 463212, 2010;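 active = growth inhibition of the mutant yeast at or above 50%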;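 also: temperature-sensitive mutant grown at 25 °C; plate controls were DMSO-treated mutant yeast for no effect and medium wells lacking yeast for full effect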
GRIN3A LBD mod: binders of NR3A ligand-binding domain, primary screen, biophysical, differential scanning fluorimetry, uHTS. Glutamate receptor ionotropic, NMDA 3A (GRIN3A) ligand-binding domain. NR3A LBD differential scanning fluorimetry, Tm shift; 0% = protein alone, 100% = glycine-bound protein. Tm shift relative to glycine control, % at 25 µM. actives 2.5% (n = 340,000);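 active = melting temperature shift of at least 10% of the positive control shift, at one fixed dose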
The depositor's hits bear a star. Not a hit list. About 8.2% of those tested had a hit in this group.

How did Cc1ccc2nc(SCC(=O)NCC3CCCO3)c(C#N)cc2c1 (stereo not given) do in these assays?
UPR XBP1 act: 0.2; tim10-1 inh: -6.4; NALP3 yeast inh: 22.9; UPR CHOP act: -1.2; TIM10 inh: -10.0; Mdm2 MdmX PPI: 2.2; APJ agonist: 1.7; tim23-1 inh: 3.7; GRIN3A LBD mod: -1.5

Results for CCOC(=O)C1=C(c2ccccc2)Nc2ncnn2C1c1ccc(O)cc1 (stereo not given) ?
UPR XBP1 act: -1.4; tim10-1 inh: 14.4; NALP3 yeast inh: 6.8; UPR CHOP act: 2.0; TIM10 inh: -1.6; Mdm2 MdmX PPI: -11.7; APJ agonist: -4.3; tim23-1 inh: 7.4; GRIN3A LBD mod: -1.6

Results for CN1CCN(c2nc(-c3ccccc3)ncc2S(=O)(=O)c2ccccc2)CC1 ?
UPR XBP1 act: -5.2; tim10-1 inh: -2.1; NALP3 yeast inh: 15.3; UPR CHOP act: 0.9; TIM10 inh: -17.4; Mdm2 MdmX PPI: 28.8; APJ agonist: -0.2; tim23-1 inh: 4.9; GRIN3A LBD mod: -0.6

Results for CSc1nnc(C)c(/C=C/Nc2ccc(F)cc2F)n1 ?
UPR XBP1 act: 4.0; tim10-1 inh: 20.9; NALP3 yeast inh: 10.7; UPR CHOP act: 0.5; TIM10 inh: 10.2; Mdm2 MdmX PPI: 20.1; APJ agonist: -3.0; tim23-1 inh: 9.1; GRIN3A LBD mod: -1.8

Results for CCn1c(SCC(=O)Nc2nc(C)cs2)nnc1-c1ccco1 ?
UPR XBP1 act: 3.8; tim10-1 inh: 7.8; NALP3 yeast inh: 16.0; UPR CHOP act: 0.0; TIM10 inh: 3.5; Mdm2 MdmX PPI: -19.1; APJ agonist: -2.7; tim23-1 inh: 11.1; GRIN3A LBD mod: -2.0

How did c1ccc(C2=Nn3c(nnc3-c3n[nH]c4c3CCC4)SC2)cc1 do in these assays?
UPR XBP1 act: 1.9; tim10-1 inh: 11.2; NALP3 yeast inh: 5.0; UPR CHOP act: 1.2; TIM10 inh: 1.0; Mdm2 MdmX PPI: 70.5*; APJ agonist: -2.2; tim23-1 inh: 18.0; GRIN3A LBD mod: -1.1

What do the screens show for `O=C(C[C@H]1C/C=C\C[C@H](NC(=O)OCC2c3ccccc3-c3ccccc32)C(=O)OC[C@H](Cc2ccccc2)NC1=O)N[C@H](CO)Cc1ccccc1`?
UPR XBP1 act: -0.1; tim10-1 inh: 4.7; NALP3 yeast inh: 12.1; UPR CHOP act: 4.8; TIM10 inh: -10.3; Mdm2 MdmX PPI: 49.1; APJ agonist: -3.0; tim23-1 inh: 5.8; GRIN3A LBD mod: -5.9

How did Cc1ccccc1N1C(=O)CC(N2CCN(C(=O)c3ccco3)CC2)C1=O (stereo not given) do in these assays?
UPR XBP1 act: -2.1; tim10-1 inh: -0.4; NALP3 yeast inh: 9.2; UPR CHOP act: -2.0; TIM10 inh: -3.3; Mdm2 MdmX PPI: 2.9; APJ agonist: 7.1; tim23-1 inh: -1.0; GRIN3A LBD mod: 0.8

How did CC1CCN(S(=O)(=O)c2ccc(S(=O)(=O)NCc3cccnc3)cc2)CC1 do in these assays?
UPR XBP1 act: -3.1; tim10-1 inh: 10.3; NALP3 yeast inh: 7.2; UPR CHOP act: 1.0; TIM10 inh: 12.9; Mdm2 MdmX PPI: 36.9; APJ agonist: -0.7; tim23-1 inh: -5.6; GRIN3A LBD mod: 1.5

What do the screens show for `Cc1cc(C)cc(C(=O)Nc2ccc(NC(=O)c3cccs3)cc2)c1`?
UPR XBP1 act: -4.0; tim10-1 inh: -21.3; NALP3 yeast inh: 1.3; UPR CHOP act: -0.4; TIM10 inh: -7.3; Mdm2 MdmX PPI: 13.5; APJ agonist: 5.4; tim23-1 inh: 13.4; GRIN3A LBD mod: 26.9*

What do the screens show for `CC1CN(C)C(C)CC1NCc1ccc2c(c1)OCO2` (stereo not given)?
UPR XBP1 act: -0.7; tim10-1 inh: -1.1; NALP3 yeast inh: 5.0; UPR CHOP act: 1.7; TIM10 inh: -9.1; Mdm2 MdmX PPI: 5.3; APJ agonist: -3.0; tim23-1 inh: -1.2; GRIN3A LBD mod: 1.5

How did CS(=O)(=O)Oc1ccc2c(c1)O/C(=C\C=C\c1ccccc1)C2=O do in these assays?
UPR XBP1 act: 46.6*; tim10-1 inh: 10.5; NALP3 yeast inh: 7.9; UPR CHOP act: 154.1*; TIM10 inh: 3.0; Mdm2 MdmX PPI: 11.6; APJ agonist: 1.2; tim23-1 inh: 27.2; GRIN3A LBD mod: 2.9

What do the screens show for `CCc1cccc(NS(=O)(=O)c2c(C)[nH]c(=O)[nH]c2=O)c1`?
UPR XBP1 act: -3.6; tim10-1 inh: 12.7; NALP3 yeast inh: 6.0; UPR CHOP act: 0.2; TIM10 inh: -2.4; Mdm2 MdmX PPI: 5.5; APJ agonist: -1.6; tim23-1 inh: -2.7; GRIN3A LBD mod: -1.1

What do the screens show for `O=C(CC1Oc2ccccc2NC1=O)NCCCN1CCCC1=O` (stereo not given)?
UPR XBP1 act: -0.5; tim10-1 inh: -11.2; NALP3 yeast inh: 6.8; UPR CHOP act: 1.5; TIM10 inh: -0.3; Mdm2 MdmX PPI: 21.9; APJ agonist: -4.0; tim23-1 inh: -10.8; GRIN3A LBD mod: -1.2

What do the screens show for `N#Cc1ccccc1OCC(=O)Nc1ccc2c(c1)OCCCO2`?
UPR XBP1 act: -3.8; tim10-1 inh: 4.3; NALP3 yeast inh: 19.9; UPR CHOP act: 4.4; TIM10 inh: -1.7; Mdm2 MdmX PPI: -27.2; APJ agonist: 0.1; tim23-1 inh: 17.1; GRIN3A LBD mod: -0.8

Results for CC(C)NC(=O)CN1CCN(Cc2nc(C(c3ccccc3)c3ccccc3)no2)CC1 ?
UPR XBP1 act: -2.2; tim10-1 inh: 5.9; NALP3 yeast inh: -14.0; UPR CHOP act: -2.4; TIM10 inh: 0.9; Mdm2 MdmX PPI: 31.1; APJ agonist: 0.7; tim23-1 inh: 17.2; GRIN3A LBD mod: -1.6

What do the screens show for `CCOCCCNC(=O)N1CCOCC1`?
UPR XBP1 act: 0.8; tim10-1 inh: 5.7; NALP3 yeast inh: -6.7; UPR CHOP act: -1.2; TIM10 inh: 2.9; Mdm2 MdmX PPI: 0.9; APJ agonist: -4.2; tim23-1 inh: 2.0; GRIN3A LBD mod: -0.6

Results for Nc1nc(N2CCN(c3ccc(Cl)cc3)CC2)n[nH]1 ?
UPR XBP1 act: 1.1; tim10-1 inh: -2.5; NALP3 yeast inh: 1.3; UPR CHOP act: 1.5; TIM10 inh: 7.6; Mdm2 MdmX PPI: -1.4; APJ agonist: -3.1; tim23-1 inh: -1.4; GRIN3A LBD mod: -2.4

Results for CN1CCC[C@@H]1CCNC(=O)c1cccc2c1C(=O)c1ccc(N3CCCC3)cc1S2(=O)=O ?
UPR XBP1 act: -0.9; tim10-1 inh: -5.3; NALP3 yeast inh: 17.4; UPR CHOP act: -0.3; TIM10 inh: 1.9; Mdm2 MdmX PPI: 11.2; APJ agonist: -2.3; tim23-1 inh: -2.1; GRIN3A LBD mod: -1.1

How did COc1ccc(Cl)cc1C(=O)Nc1cccnc1 do in these assays?
UPR XBP1 act: 5.2; tim10-1 inh: -0.8; NALP3 yeast inh: 34.9; UPR CHOP act: -0.9; TIM10 inh: -0.4; Mdm2 MdmX PPI: 21.6; APJ agonist: -0.4; tim23-1 inh: -3.8; GRIN3A LBD mod: 0.5

How did NC(=O)c1ccc(-n2c(CCC(=O)O)ccc2-c2cccs2)cc1 do in these assays?
UPR XBP1 act: -0.4; tim10-1 inh: 8.2; NALP3 yeast inh: 19.6; UPR CHOP act: 2.9; TIM10 inh: 7.7; Mdm2 MdmX PPI: -16.6; APJ agonist: -3.6; tim23-1 inh: 1.5; GRIN3A LBD mod: -0.6

What do the screens show for `CCc1nc(N2CCCC2C(=O)O)c2oc3ccccc3c2n1` (stereo not given)?
UPR XBP1 act: -1.7; tim10-1 inh: 3.7; NALP3 yeast inh: 2.5; UPR CHOP act: 0.2; TIM10 inh: 1.8; Mdm2 MdmX PPI: 15.3; APJ agonist: -2.8; tim23-1 inh: 5.4; GRIN3A LBD mod: 0.3

What do the screens show for `O=Cc1cnc(N2CCOCC2)nc1`?
UPR XBP1 act: -1.1; tim10-1 inh: 4.2; NALP3 yeast inh: 11.3; UPR CHOP act: 0.7; TIM10 inh: 3.7; Mdm2 MdmX PPI: 14.2; APJ agonist: -2.6; tim23-1 inh: 7.0; GRIN3A LBD mod: 1.9

How did Cc1ccc(N(CC(=O)NCC(O)c2ccccc2)S(=O)(=O)c2ccc(C)cc2)cc1 (stereo not given) do in these assays?
UPR XBP1 act: -1.3; tim10-1 inh: 18.2; NALP3 yeast inh: 0.6; UPR CHOP act: 0.1; TIM10 inh: -3.1; Mdm2 MdmX PPI: 5.3; APJ agonist: -1.5; tim23-1 inh: 18.0; GRIN3A LBD mod: 1.5

Results for CC(C)(C)OC(=O)N[C@@H](Cc1ccccc1)c1nnc(S(=O)(=O)Cc2ccccc2)o1 ?
UPR XBP1 act: -5.0; tim10-1 inh: 72.7*; NALP3 yeast inh: 12.2; UPR CHOP act: -10.0; TIM10 inh: 59.2*; Mdm2 MdmX PPI: 100.3*; APJ agonist: -7.7; tim23-1 inh: 47.7

How did CCCN1C(=O)CSC1=Nc1ccccc1 do in these assays?
UPR XBP1 act: -1.0; tim10-1 inh: 11.2; NALP3 yeast inh: -13.0; UPR CHOP act: 1.1; TIM10 inh: 10.1; Mdm2 MdmX PPI: 17.6; APJ agonist: -3.7; tim23-1 inh: -1.6; GRIN3A LBD mod: -2.2

What do the screens show for `COCC(=O)Nc1ccc(N2CCCC2)c(S(=O)(=O)Nc2ccccc2OC)c1`?
UPR XBP1 act: 0.4; tim10-1 inh: 22.9; NALP3 yeast inh: 9.0; UPR CHOP act: -0.5; TIM10 inh: 21.2; Mdm2 MdmX PPI: -13.1; APJ agonist: -1.3; tim23-1 inh: 34.1; GRIN3A LBD mod: 0.4

Pulled one by one from above:
What do the screens show for `CCc1nc(N2CCCC2C(=O)O)c2oc3ccccc3c2n1` (stereo not given)?
UPR XBP1 act: -1.7; tim10-1 inh: 3.7; NALP3 yeast inh: 2.5; UPR CHOP act: 0.2; TIM10 inh: 1.8; Mdm2 MdmX PPI: 15.3; APJ agonist: -2.8; tim23-1 inh: 5.4; GRIN3A LBD mod: 0.3

Results for CC(C)(C)OC(=O)N[C@@H](Cc1ccccc1)c1nnc(S(=O)(=O)Cc2ccccc2)o1 ?
UPR XBP1 act: -5.0; tim10-1 inh: 72.7*; NALP3 yeast inh: 12.2; UPR CHOP act: -10.0; TIM10 inh: 59.2*; Mdm2 MdmX PPI: 100.3*; APJ agonist: -7.7; tim23-1 inh: 47.7
